From PubChem BioAssay
KB-V1 MDR tox: qHTS assay for MDR1-selective chemotherapeutics: Primary screen using the drug-selected MDR subline cells KB-V1 | KB-V1 MDR cells viability, CellTiter-Glo, 72 h | Potency, µM (highest dose often 46.1 µM), without a hit: top-dose activity change, negative = cytotoxicity, usual class: cytotoxic | 400,000 tested, 3.4% active; also: potency is read from the fitted curve at half-maximal effect; % is scaled to controls: 0 for no effect and ±100 for the full control effect; nearly all actives have a fitted effect of over 60% in size
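KB-V1 cells (P-gp-expressing MDR subline of KB-3-1) in phenol-red-free DMEM with 10% FBS were exposed to library compounds over a concentration series for 72 h at 37 degrees C. Viability read by CellTiter-Glo luminescence; concentration-effect curves fitted after normalization.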
GLP1R inv ag: qHTS of GLP-1 Receptor Inverse Agonists (Inhibition Mode) | Glucagon-like peptide 1 receptor (Homo sapiens), P43220 | HEK293 GLP-1R CRE-luciferase, luminescence, 24 h; GLP-1R form is constitutively active | Potency, µM (top dose mostly 38.3 µM), for inactives: top-dose activity change, negative = inhibition, actives largely listed as inhibitors | 410,000 tested, 1.6% active | AID 624417, 2012; also: potency is read from the fitted curve at half-maximal effect; % is scaled to controls: 0 for no effect and ±100 for the full control effect; nearly all actives have a fitted effect of over 55% in size
Target sequence (P43220 whole entry, looked up): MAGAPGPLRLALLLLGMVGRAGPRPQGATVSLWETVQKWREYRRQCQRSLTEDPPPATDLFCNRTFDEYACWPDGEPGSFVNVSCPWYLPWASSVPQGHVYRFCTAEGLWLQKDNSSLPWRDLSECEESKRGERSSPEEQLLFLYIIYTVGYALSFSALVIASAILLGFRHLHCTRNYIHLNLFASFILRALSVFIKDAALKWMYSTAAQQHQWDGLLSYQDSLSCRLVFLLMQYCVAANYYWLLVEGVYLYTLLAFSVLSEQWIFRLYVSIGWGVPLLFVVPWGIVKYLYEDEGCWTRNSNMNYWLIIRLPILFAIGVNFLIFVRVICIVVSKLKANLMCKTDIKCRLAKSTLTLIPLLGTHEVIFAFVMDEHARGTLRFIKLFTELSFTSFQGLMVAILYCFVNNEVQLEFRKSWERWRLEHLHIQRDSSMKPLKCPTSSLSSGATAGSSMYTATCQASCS
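Assay principle: reduced luminescence from a cAMP-responsive reporter in HEK293 cells co-expressing a constitutively active GLP-1R. Conditions: 24 hr compound incubation, 37 deg C, 5% CO2.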
GLP1R ag: qHTS of GLP-1 Receptor Agonists; HEK293 GLP-1R CRE-luciferase, luminescence, 4-6 h; cells express a hypersensitive GLP-1R form; Glucagon-like peptide 1 receptor (Homo sapiens), P43220; 380,000 tested, 0.007% active; Potency, µM (titrated, usually from 45.6 µM), for the others: at the top dose activation, hits mostly activators; also: potency is read from the fitted curve at half-maximal effect; % of control where 0% means no effect
D3 ag: qHTS of D3 Dopamine Receptor Agonist: qHTS. D3R DiscoveRx beta-arrestin cells, luminescence, 90 min. max activation, %. 410,000 tested, 0.58% active; in the data active = max activation above about 30%; also: 0% is about no effect; mostly tested at two doses, the higher about 12 µM
Target sequence (P35462 whole entry, looked up): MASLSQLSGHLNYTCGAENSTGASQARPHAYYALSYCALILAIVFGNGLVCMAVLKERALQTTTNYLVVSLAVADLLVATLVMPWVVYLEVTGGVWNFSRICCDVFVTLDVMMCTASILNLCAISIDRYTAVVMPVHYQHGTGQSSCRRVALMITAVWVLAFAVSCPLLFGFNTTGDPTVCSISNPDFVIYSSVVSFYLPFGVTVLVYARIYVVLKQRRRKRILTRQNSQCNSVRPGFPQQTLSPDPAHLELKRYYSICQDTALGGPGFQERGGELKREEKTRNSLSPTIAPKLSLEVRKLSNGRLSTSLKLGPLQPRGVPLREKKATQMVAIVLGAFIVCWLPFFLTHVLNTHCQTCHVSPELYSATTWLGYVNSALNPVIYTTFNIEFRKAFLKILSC
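Agonist mode: compounds and dopamine controls were applied to plated cells for 90 min at 37 degrees C after an overnight attachment at 1500 cells/well. Luminescent read-out followed 30 - 60 minutes at room temperature with DiscoveRx detection reagent.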
DRD3 antagonist: qHTS of D3 Dopamine Receptor Antagonist: qHTS; 360,000 tested, 2.5% active; D3R cells, DiscoveRx beta-arrestin luminescence, antagonist mode; stronger effect = lower value; max response, negative = inhibition, %; D(3) dopamine receptor (Homo sapiens), P35462; in the data active = max response below about -50%; inconclusive = no clear call, values can overlap the other calls; also: % is scaled to controls: 0 for no effect and ±100 for the full control effect; mostly tested at two doses, the higher about 12 µM
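Cells expressing the human receptor were seeded at 1500 cells/well, incubated overnight at 37 degrees C in 5% CO2, then exposed to library compounds with dopamine controls for 90 minutes at 37 degrees C before luminescent detection.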
aSyn rescue: qHTS of alpha-syn Inhibitors; AID 652106, 2013; 370,000 tested, 0.14% active; Potency, µM (titrated, usually from 46.1 µM), for the others: top-dose growth rescue (activation), usual class: activators; Yeast expressing alpha-synuclein, growth rescue, BacTiter-Glo, 24 h; also: potency is read from the fitted curve at half-maximal effect; % of control where 0% means no effect; nearly all actives have a fitted effect of over 65% in size
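Readout is rescue of growth in alpha-synuclein-expressing yeast, so inhibitors of toxicity appear as activators. Growth after 24 hr at 30 deg C in galactose medium is quantified by luminescence.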
TDP43 rescue: qHTS of TDP-43 Inhibitors; TDP-43 expressing yeast growth rescue, BacTiter-Glo, 24 h; Potency, µM (top dose mostly 46.1 µM), inactives show at the top dose growth rescue (activation), most hits filed as activators; 410,000 tested, 1.8% active; AID 652104, 2013; also: potency is read from the fitted curve at half-maximal effect; % of control where 0% means no effect; nearly all actives have a fitted effect of over 50% in size
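In this qHTS, compounds that restore growth of yeast expressing TDP-43 appear as activators. Cells (OD600=0.02, galactose medium, raffinose-pregrown) are incubated with compound 24 hr at 30 deg C and growth is quantified by BacTiter-Glo.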
GLP1R cytotox: qHTS of GLP-1 Receptor Inverse Agonists: Cytotox Screen; HEK293 cAMP-luciferase reporter cells, luminescence, 24 h; Potency, µM (titrated, usually from 38.3 µM), for inactives: at the highest dose activity change, negative = inhibition, usual class: inhibitors; 410,000 tested, 0.13% active; AID 624418, 2012;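 also: loss of luciferase light is scored as toxicity; potency is read from the fitted curve at half-maximal effect; % is scaled to controls: 0 for no effect and ±100 for the full control effect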
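Here, cytotoxicity is scored as loss of luminescence. The MLSMR collection was tested on cells seeded in medium containing 10% Nu serum, with a 24 hr compound exposure preceded by 12 hours of culture.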
PTHR1 agonist: qHTS for PTHR1 Agonists: Primary Screen | Parathyroid hormone/parathyroid hormone-related peptide receptor (Homo sapiens), Q03431 | HEK293 GP2 PTHR1 cells, GloSensor cAMP luminescence, 1 h | Potency, µM (highest dose often 115 µM), without a hit: at the highest dose activation, usual class: activators | 410,000 tested, 0.075% active; also: potency is read from the fitted curve at half-maximal effect; nearly all actives have a fitted effect of over 55% in size; some results filed as inactive show a strong effect at the top dose; inactives centre near -15; many of its hits are not listed in these tables
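HEK-293-derived GP2 cells expressing PTHR1 and a GloSensor cAMP reporter, 3,000/well, plated overnight, given luciferin plus IBMX (each 0.5 mM as added) for 1 h at 37 °C, then compound for 1 h at 37 °C. Luminescence was read after 15 min at room temperature.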
* hit, by the source's call; i = inactive; ? = inconclusive; nt = not tested or not shown; [ ] = remark or other dose. Unless noted, calls follow the shape of the dose curve; as a rule, active = well fitted curve in the direction sought with a large enough effect; inconclusive = small, poorly fitted or top-dose-only effect, or another doubt; inactive = no such curve, though single readings can be large; an effect the other way counts as inactive or inconclusive. An excerpt; the hit share may differ from the screen's.

Short forms – A = KB-V1 MDR tox; B = GLP1R inv ag; C = GLP1R ag; D = D3 ag; E = DRD3 antagonist; F = aSyn rescue; G = TDP43 rescue; H = GLP1R cytotox; I = PTHR1 agonist
COCCN(CCOC)S(=O)(=O)c1ccc(C(=O)Nc2sc3c(c2C(N)=O)CCCCC3)cc1
  A: 2.9µM* | B: 14% | C: 0% | D: 13 | E: 0 | F: -1% | G: 13% | H: 3% | I: -33%[inhibitor]

COc1ccc(CC(=O)OC(C)CN2CCCC2)cc1 (stereo not drawn)
  A: ? | B: 12% | C: 0% | D: -4 | E: -24 | F: 1% | G: -3% | H: 18% | I: i

CCC(C)N(C)Cc1cccc(C2(O)CCN(S(=O)(=O)c3ccc(F)cc3)CC2)c1 (stereo not drawn)
  A: 21% | B: ? | C: 7% | D: -7 | E: -7 | F: 1% | G: -11% | H: 5% | I: -10%[57.5 µM]

COc1ccccc1C(=O)NC(=O)COC(=O)c1cnccn1
  A: -1% | B: -7% | C: -4% | D: 1 | E: 18 | F: -1% | G: 12% | H: 5% | I: i

COc1ccccc1CC(=O)N(CCC#N)CCC#N
  A: 12% | B: 15% | C: 0% | D: 6 | E: -7 | F: -18% | G: 3% | H: -12% | I: i

C[C@H](NC(=O)[C@@H]1CCC(=O)N1Cc1ccco1)c1ccccc1
  A: 0% | B: 3% | C: -1% | D: -1 | E: -17 | F: 0% | G: ? | H: 6% | I: i

COc1ccc(-c2cccc(NS(=O)(=O)c3ccc(NC(C)=O)cc3)c2)nn1
  A: 14% | B: 4% | C: nt | D: 1 | E: nt | F: nt | G: 20% | H: 19% | I: -39%[inhibitor]

Cc1onc(-c2c(F)cccc2Cl)c1C(=O)N1C=CC(C(F)(F)F)=NCC1
  A: 7% | B: ? | C: -1% | D: -1 | E: -3 | F: -11% | G: -3% | H: -10% | I: i

CCCCN(Cc1ccccc1)C1CCN(Cc2ccccc2)CC1
  A: 0% | B: ? | C: -1% | D: -23 | E: -76* | F: -2% | G: -10% | H: -26% | I: i

COc1ccc(CN(Cc2ccco2)S(=O)(=O)c2ccc(S(=O)(=O)N3CCCC3)cc2)cc1
  A: ? | B: -5% | C: -8% | D: 3 | E: -3 | F: -2% | G: 15% | H: 6% | I: i

O=C1C=CC(=O)N1c1ccc2ccccc2c1
  A: 14% | B: 10% | C: 11% | D: 5 | E: -13 | F: -82%[inhibitor] | G: ? | H: 1% | I: i

O=C(O)c1ccccc1C(=O)c1cccc2c(F)cccc12
  A: 14% | B: -6% | C: -2% | D: 3 | E: -2 | F: 8% | G: ? | H: -21% | I: -22%

O=S1(=O)c2ccccc2OC(COCc2ccccc2)CN1Cc1ccccc1 (stereo not drawn)
  A: -30% | B: ? | C: -2% | D: -11 | E: 6 | F: 2% | G: 8% | H: 6% | I: -14%

CCCN(CC1CC1)S(=O)(=O)c1ccc(S(N)(=O)=O)cc1
  A: 4% | B: 19% | C: -1% | D: 3 | E: -4 | F: 1% | G: 14% | H: -7% | I: i

O=C(CNCC1(N2CCOCC2)CCCCC1)Nc1ccc(Cl)cc1
  A: -6% | B: 7% | C: 10% | D: -1 | E: 0 | F: 5% | G: -9% | H: 14% | I: 18%

COCCNC(=O)c1sc2ncccc2c1-n1c(C)ccc1C
  A: 24% | B: 5% | C: nt | D: -17 | E: nt | F: nt | G: -1% | H: 1% | I: i

CN(Cc1c(O)ccc2c1oc(=O)c1ccccc12)C1CCCCC1
  A: ? | B: 8% | C: 17% | D: -58 | E: -57* | F: 6% | G: -33%[inhibitor] | H: 2% | I: -31%[inhibitor]

c1cc(CNc2ccc(N3CCOCC3)cc2)ccn1
  A: 0% | B: 27% | C: -1% | D: 12 | E: -1 | F: 0% | G: -1% | H: -11% | I: -8%

CC1(C)CC(C2N3CC4(C)CN2CC(C)(C3)C4=O)CCO1 (stereo not drawn)
  A: 2% | B: -2% | C: -2% | D: 0 | E: -17 | F: 2% | G: -23% | H: -4% | I: -2%[57.5 µM]

O=c1[nH][nH]c2c1[C@H](c1ccc(F)cc1)O[C@H](CCc1ccccc1)C2
  A: -1% | B: ? | C: -4% | D: 2 | E: -21 | F: 11% | G: 0% | H: 5% | I: 14%

CCCNC(=O)C1(C)CCN(C(=O)c2oc3ccccc3c2C)C1 (stereo not drawn)
  A: ? | B: 3% | C: 0% | D: -10 | E: 0 | F: 0% | G: 4% | H: -8% | I: -27%

Cc1ccc(CN2C(=O)CCC2C(=O)NCC2CCCO2)cc1 (stereo not drawn)
  A: 11% | B: 1% | C: -15% | D: 6 | E: -10 | F: 0% | G: 6% | H: 5% | I: -12%[57.5 µM]

Cc1cccc(NC(=S)NC(=O)/C=C/c2ccco2)n1
  A: -22% | B: -20% | C: 2% | D: 0 | E: 0 | F: -3% | G: 0% | H: ? | I: -3%

Cc1ccc(Cl)c(NC(=O)CSc2n[nH]c(=O)n2C2CC2)c1Cl
  A: 7% | B: -7% | C: 2% | D: -1 | E: 8 | F: -1% | G: 9% | H: 5% | I: -1%

C=CCc1ccccc1OCC(O)CN1CCN(c2ccc(OC)cc2)CC1 (stereo not drawn)
  A: -13% | B: -10% | C: 3% | D: -4 | E: -82* | F: 3% | G: 5% | H: -28% | I: -26%

CCOc1ccc2cc(C#N)c(SCC(=O)N3CCOCC3)nc2c1
  A: ? | B: 0% | C: 3% | D: 4 | E: -7 | F: -8% | G: 25% | H: 2% | I: -1%[57.5 µM]

Another view of 6 compounds above.
Under each structure – KB-V1 MDR tox | GLP1R inv ag | GLP1R ag | D3 ag | DRD3 antagonist | aSyn rescue | TDP43 rescue | GLP1R cytotox | PTHR1 agonist
O=c1[nH][nH]c2c1[C@H](c1ccc(F)cc1)O[C@H](CCc1ccccc1)C2
 : -1% | ? | -4% | 2 | -21 | 11% | 0% | 5% | 14%
CCOc1ccc2cc(C#N)c(SCC(=O)N3CCOCC3)nc2c1
 : ? | 0% | 3% | 4 | -7 | -8% | 25% | 2% | -1%[57.5 µM]
COCCN(CCOC)S(=O)(=O)c1ccc(C(=O)Nc2sc3c(c2C(N)=O)CCCCC3)cc1
 : 2.9µM* | 14% | 0% | 13 | 0 | -1% | 13% | 3% | -33%[inhibitor]
O=S1(=O)c2ccccc2OC(COCc2ccccc2)CN1Cc1ccccc1 (stereo not drawn)
 : -30% | ? | -2% | -11 | 6 | 2% | 8% | 6% | -14%
c1cc(CNc2ccc(N3CCOCC3)cc2)ccn1
 : 0% | 27% | -1% | 12 | -1 | 0% | -1% | -11% | -8%
Cc1ccc(CN2C(=O)CCC2C(=O)NCC2CCCO2)cc1 (stereo not drawn)
 : 11% | 1% | -15% | 6 | -10 | 0% | 6% | 5% | -12%[57.5 µM]

Some of these compounds in order of heavy-atom count, ascending:
Short forms – A = KB-V1 MDR tox; B = GLP1R inv ag; C = GLP1R ag; D = D3 ag; E = DRD3 antagonist; F = aSyn rescue; G = TDP43 rescue; H = GLP1R cytotox; I = PTHR1 agonist
c1cc(CNc2ccc(N3CCOCC3)cc2)ccn1
  A: 0% | B: 27% | C: -1% | D: 12 | E: -1 | F: 0% | G: -1% | H: -11% | I: -8%

CCCN(CC1CC1)S(=O)(=O)c1ccc(S(N)(=O)=O)cc1
  A: 4% | B: 19% | C: -1% | D: 3 | E: -4 | F: 1% | G: 14% | H: -7% | I: i

O=c1[nH][nH]c2c1[C@H](c1ccc(F)cc1)O[C@H](CCc1ccccc1)C2
  A: -1% | B: ? | C: -4% | D: 2 | E: -21 | F: 11% | G: 0% | H: 5% | I: 14%
